Pol eta inh – qHTS for Inhibitors of Polymerase Eta | DNA polymerase eta (Homo sapiens), Q9Y253 | Potency, µM (top dose mostly 114 µM), for inactives: at the highest dose activity change, negative = inhibition, actives largely listed as inhibitors | 390,000 tested, 1.2% active | recombinant Pol eta, fluorescent DNA replication assay; note: % is set by controls: 0 for no effect and ±100 for the full control effect
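Fluorescent replication assay: 50 nM final substrate added after a 15 min room-temperature compound preincubation with 10 nM enzyme. Signal taken at 0 min and again at 10 min.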
POLI inh – qHTS for Inhibitors of Polymerase Iota | Potency, µM (highest dose often 115 µM), inactives show at the top dose activity, negative = inhibition, most hits filed as inhibitors | AID 588590, 2011 | 390,000 tested, 1% active | Pol iota fluorescent replication assay, 10 min | DNA polymerase iota (Homo sapiens), Q9UNA4
Target sequence (Q9UNA4 whole entry, looked up): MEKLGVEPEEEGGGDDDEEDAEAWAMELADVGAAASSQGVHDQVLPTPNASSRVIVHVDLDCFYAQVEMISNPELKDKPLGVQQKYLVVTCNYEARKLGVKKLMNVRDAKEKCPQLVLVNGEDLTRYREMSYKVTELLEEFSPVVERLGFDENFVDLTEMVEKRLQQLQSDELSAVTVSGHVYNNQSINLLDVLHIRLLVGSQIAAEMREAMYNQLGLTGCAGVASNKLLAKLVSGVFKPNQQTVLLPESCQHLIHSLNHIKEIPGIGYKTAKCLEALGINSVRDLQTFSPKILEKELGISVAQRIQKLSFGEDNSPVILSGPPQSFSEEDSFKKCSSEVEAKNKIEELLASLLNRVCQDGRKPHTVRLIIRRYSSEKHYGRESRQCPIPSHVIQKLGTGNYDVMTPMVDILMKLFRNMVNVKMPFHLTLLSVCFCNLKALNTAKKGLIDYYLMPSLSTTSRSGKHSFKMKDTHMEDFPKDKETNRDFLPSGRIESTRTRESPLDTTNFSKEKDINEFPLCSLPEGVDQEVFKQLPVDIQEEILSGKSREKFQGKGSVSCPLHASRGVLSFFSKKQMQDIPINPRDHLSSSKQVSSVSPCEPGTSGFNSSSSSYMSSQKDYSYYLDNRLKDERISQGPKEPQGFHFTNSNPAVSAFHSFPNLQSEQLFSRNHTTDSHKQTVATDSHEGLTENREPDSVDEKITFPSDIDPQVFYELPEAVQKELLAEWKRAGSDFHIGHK
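Pol iota at 10 nM preincubated 15 min with compounds at room temperature; reaction started with fluorescent substrate, 50 nM final. Fluorescence read kinetically at 0 and 10 min; buffer-only wells as negative control.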
BAZ2B block – qHTS Assay for Inhibitors of BAZ2B | AlphaScreen BAZ2B-H3K14Ac peptide displacement | 360,000 tested, 4.4% active | Potency, µM (highest dose often 114 µM), inactives show at the top dose activity change, negative = inhibition, actives largely listed as inhibitors | AID 504333, 2011 | Bromodomain adjacent to zinc finger domain protein 2B (Homo sapiens), Q9UIF8; note: % is set by controls: 0 for no effect and ±100 for the full control effect; nearly all actives have a fitted effect of over 60% in size
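In this displacement format the biotinylated H3(5-23) peptide acetylated at Lys14 serves as ligand at 50 nM, with BAZ2B at 50 nM in PBS pH 7.4 containing 0.01% Tween-20. Donor and acceptor beads are 10 ug/mL final.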
Pol beta inh – qHTS Assay for Inhibitors of DNA Polymerase Beta; Pol beta primer extension/strand displacement, fluorescence kinetic; Potency, µM (top dose mostly 114 µM), without a hit: top-dose activity change, negative = inhibition, hits mostly inhibitors; 340,000 tested, 1.3% active; AID 485314, 2010; note: % is set by controls: 0 for no effect and ±100 for the full control effect
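Reaction started by 50 nM substrate onto compound-treated Pol beta (10 nM, 15 min preincubation, room temperature); plates read at 0 min and 10 min. Normalized concentration-effect data fitted by four-parameter Hill equation.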
Anesthetic bind – qHTS Assay for Identification of Novel General Anesthetics; AID 485281, 2010; 350,000 tested, 0.074% active; apoferritin/1-aminoanthracene competitive binding, fluorescence; Potency, µM (titrated, usually from 77.5 µM), inactives show top-dose activity change, negative = displacement, usual class: inhibitors; note: % is set by controls: 0 for no effect and ±100 for the full control effect; nearly all actives have a fitted effect of over 20% in size
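In PBS, apoferritin at 10 uM is loaded with 1-AMA from a 50% saturated solution. After 10 min of compound exposure at ambient temperature, reduced 535 nm fluorescence indicates probe displacement.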
G9a block – qHTS Assay for Inhibitors of Histone Lysine Methyltransferase G9a. Histone-lysine N-methyltransferase EHMT2 (Homo sapiens), Q96KQ7. G9a H3K9 monomethylation, AlphaScreen, 2 h. Potency, µM (series often up to 102 µM), for inactives: top-dose activity, negative = inhibition, actives largely listed as inhibitors. 350,000 tested, 8.8% active. AID 504332, 2011; note: % is set by controls: 0 for no effect and ±100 for the full control effect; nearly all actives have a fitted effect of over 75% in size
Target sequence (Q96KQ7 913-1193 limits assumed): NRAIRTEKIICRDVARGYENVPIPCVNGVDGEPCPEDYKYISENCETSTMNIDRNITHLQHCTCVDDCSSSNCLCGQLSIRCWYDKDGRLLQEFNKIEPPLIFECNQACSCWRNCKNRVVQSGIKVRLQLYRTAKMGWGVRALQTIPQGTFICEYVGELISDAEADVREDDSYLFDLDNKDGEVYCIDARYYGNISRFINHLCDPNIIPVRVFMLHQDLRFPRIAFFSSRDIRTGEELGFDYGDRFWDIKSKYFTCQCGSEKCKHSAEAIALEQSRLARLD
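Step 1: enzyme (final 20 nM) with compound, 15 min RT. Step 2: substrate peptide 500 nM and SAM 20 uM, 2 h RT. Step 3: anti-H3K9me1 antibody and AlphaScreen beads, 10 min, then plate read.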
APEX1 inh – qHTS Assay for Inhibitors of the Human Apurinic/apyrimidinic Endonuclease 1 (APE1). DNA repair nuclease/redox regulator APEX1 (Homo sapiens), P27695. recombinant APE1, TAMRA/BHQ-2 abasic DNA cleavage fluorescence. Potency, µM (series often up to 65.8 µM), for the others: at the highest dose activity change, negative = inhibition, hits mostly inhibitors. 350,000 tested, 0.35% active;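 note: plate controls were vehicle for no effect and reference inhibitor for full effect; nearly all actives have a fitted effect of over 55% in size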
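Quantitative HTS: incision of a TAMRA/BHQ-2 double-stranded substrate bearing a tetrahydrofuran abasic site by 0.75 nM APE1 raises fluorescence. Substrate 50 nM final, added after 15 min compound preincubation at room temperature; progress as third-minus-first kinetic read difference.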
BLM inh – qHTS Assay for Inhibitors of Bloom's syndrome helicase (BLM). RecQ-like DNA helicase BLM (Homo sapiens), P54132. recombinant BLM DNA unwinding, fluorescence dequenching. Potency, µM (top dose mostly 56.1 µM), for inactives: at the highest dose activity change, negative = inhibition, usual class: inhibitors. 350,000 tested, 0.2% active;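 note: plate controls were vehicle for no effect and no enzyme for full effect; nearly all actives have a fitted effect of over 35% in size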
Pol kappa inh – qHTS for Inhibitors of Polymerase Kappa. AID 588579, 2011. DNA polymerase kappa (Homo sapiens), Q9UBT6. 400,000 tested, 0.53% active. purified Pol kappa, fluorescent DNA synthesis assay, 10 min. Potency, µM (top dose mostly 107 µM), without a hit: top-dose activity, negative = inhibition, usual class: inhibitors; note: % is set by controls: 0 for no effect and ±100 for the full control effect
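10 nM Pol kappa preincubated 15 min at room temperature with compounds, then reaction started with substrate at 50 nM final. Fluorescence read kinetically at 0 and 10 min; buffer-only wells served as negative control.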
* = called active by the depositor; ? = inconclusive; · = not tested or not shown; [ ] = dose if it differs, or a comment. Calls come from the whole dose curve; as a rule, active = well fitted curve in the direction sought with a large enough effect; inconclusive = small, poorly fitted or top-dose-only effect, or another doubt; inactive = no such curve, though single readings can be large; an effect the other way counts as inactive or inconclusive. Potency is the fitted concentration of half-maximal effect. An excerpt. The share of hits here may be higher or lower than overall.

Below each compound: Pol eta inh	POLI inh	BAZ2B block	Pol beta inh	Anesthetic bind	G9a block	APEX1 inh	BLM inh	Pol kappa inh
1. Cc1c(C(=O)N2CCCC2)oc2c1-c1nn(CC(=O)NCCCN3CCCCC3)cc1CC2
    1%	61%[activator]	-15%	10%	-5%	-8%[0.0925 µM]	-17%	2%	-7%
2. CCc1ccc(OCCCOc2ccc(C=O)cc2)cc1
    -16%	1%	281%[activator]	4%	?	254%[activator]	1%	-4%	-5%
3. c1ccc(CCNc2nc3ccccc3s2)cc1
    -4%	-7%	8%	-16%	13µM*	7%	1%	-8%	-4%
4. CCOc1ccc(C(=O)OCn2nnc3ccccc3c2=O)cc1OC
    -11%	13%	-22%	9%	-9%	8%	-2%	1%	-19%
5. Cc1ccc(C)c(NC(=O)c2cc(S(=O)(=O)N3CCCCCC3)ccc2F)c1
    -14%	7%	0%	10%	-11%	8%[59 µM]	·	1%	-8%[60.1 µM]
6. Cc1ccccc1NC(=O)Cc1nc(COC(=O)Cc2ccccc2F)cs1
    0%	4%	3%	·	·	25%[12.7 µM]	22%	·	-6%
7. COc1ccc(S(=O)(=O)N2CCC(C(=O)NC3CC3)CC2)cc1C
    -18%	48%[activator]	15%	22%	6%	5%	7%	8%	2%
8. COc1ccc(-c2c(C)n([O-])c3c([n+]2=O)CCC3)cc1OC
    -14%	30%	9%	3%	-5%	-12%[59 µM]	-1%	-1%	-12%
9. CCOc1ccc(CCNC(=O)c2nnc(CS(=O)(=O)c3ccccc3)o2)cc1OCC
    5%	11%	-1%	7%	-15%	7%	-6%	-1%	-14%
10. CCOCc1c(C(=O)OCC(=O)NCc2ccc(F)cc2)oc2ccccc12
    -12%	-4%	-3%	·	·	14%[2.33 µM]	22%	·	-4%
11. O=C(CSc1nnc(-c2cccnc2)s1)Nc1ccc(C(=O)O)cc1
    -8%	-5%	-12%	2%	41%[activator]	14µM*	12%	-7%	-13%
12. O=C(NCC(=O)N1CCOCC1)OCc1ccccc1
    1%	10%	-1%	-1%	-5%	-12%	8%	-3%	4%
13. CSCCC(NC(=O)c1ccco1)C(=O)NCC(c1ccccc1)N(C)C (stereo not drawn)
    -4%	-14%	3%	·	·	-8%[12.7 µM]	11%	·	-1%
14. CC(NC(=O)/C=C/c1ccco1)c1nc2ccccc2n1Cc1cccc(Cl)c1 (stereo not drawn)
    -4%	-1%	-28%	-22%	-9%	?	0%	-8%	-12%
15. CCOc1ccc(NC(=O)C(=O)N/N=C\c2ccc(CNS(=O)(=O)c3ccccc3)o2)cc1
    -21%	19%	-13%	-1%	0%	21%[59 µM]	14%	-3%	-8%

An excerpt from above in order of the APEX1 inh value, falling.
| no. | mol | Pol eta inh | POLI inh | BAZ2B block | Anesthetic bind | G9a block | APEX1 inh | BLM inh | Pol kappa inh |
| --- | --- | --- | --- | --- | --- | --- | --- | --- | --- |
| 12 | O=C(NCC(=O)N1CCOCC1)OCc1ccccc1 | 1% | 10% | -1% | -5% | -12% | 8% | -3% | 4% |
| 8 | COc1ccc(-c2c(C)n([O-])c3c([n+]2=O)CCC3)cc1OC | -14% | 30% | 9% | -5% | -12%[59 µM] | -1% | -1% | -12% |
| 1 | Cc1c(C(=O)N2CCCC2)oc2c1-c1nn(CC(=O)NCCCN3CCCCC3)cc1CC2 | 1% | 61%[activator] | -15% | -5% | -8%[0.0925 µM] | -17% | 2% | -7% |

(continued)
Below each compound: Pol eta inh	POLI inh	BAZ2B block	Pol beta inh	Anesthetic bind	G9a block	APEX1 inh	BLM inh	Pol kappa inh
16. Cc1ccc(-c2nc(N)s[n+]2-c2ccccc2)cc1
    -18%	10%	51%[activator]	2%	-5%	5µM*	2%	-4%	4%
17. CCOCCCNC(=O)c1[nH]c(C)c(C(C)=O)c1C
    8%	-16%[58.9 µM]	?	47%	0%	31%[0.501 µM]	4%	-4%	-15%
18. CN(C)CCN(Cc1ccco1)S(=O)(=O)c1ccc(-c2ccc(=O)[nH]n2)s1
    14%	23%	-12%[57.1 µM]	44%	-1%	?	3%	-11%	-1%
19. Cc1cc(C)n(-c2c(C)[nH]c3ccccc23)n1
    -14%	18%	5%	8%	-9%	8%	14%	-5%	-5%
20. Cc1nc2c(cc1C(=O)N/N=C/c1ccc([N+](=O)[O-])cc1)c(=O)n(C)c(=O)n2C
    -17%	-3%	8%	24%	-1%	31%[59 µM]	3%	-4%	-3%
21. Cc1ccc(S(=O)(=O)N2CCOCC2)cc1C(=O)OCC(=O)N1c2ccccc2NC(=O)C1(C)C
    ·	·	5%	-21%	-8%	-12%[59 µM]	1%	-6%	·
22. CCCNc1ccc(-c2nc(-c3ccccn3)no2)cc1[N+](=O)[O-]
    2%	-8%	?	2%	-1%	-24%[59 µM]	·	1%	7%
23. CC(C)[C@H](NC(=O)c1ccccc1F)C(=O)Nc1nc2c(s1)CCCC2
    -5%	40%[activator]	?	-3%	7%	?	-5%	-2%	-10%
24. COc1cc(-c2nnc(SCC(=O)c3ccc(C)cc3)o2)cc(OC)c1OC
    -9%	-11%	8%	-11%	-6%	-9%[59 µM]	-2%	-3%	-10%
25. COC(=O)c1c(-c2c(Cl)cccc2Cl)noc1C(=O)NNC(=O)N(C)C
    -18%	53%[activator]	-4%	3%	8%	8%[59 µM]	-4%	-1%	-2%
26. COc1ccc(CN2c3c(Br)cccc3C(=O)CS2(=O)=O)cc1
    -9%	-9%	·	·	·	·	-10%	·	-5%
27. COCCCNC(=O)C1CCCN(S(=O)(=O)c2ccc3c(c2)oc(=O)n3C)C1 (stereo not drawn)
    -15%	32%[activator]	-3%	25%	3%	4%[59 µM]	·	0%	1%
28. Cc1cc(N/N=C/c2ccc([N+](=O)[O-])o2)nc2ccccc12
    -9%	-3%	-33%	-26%	-16%	-3%	-4%	-12%	-28%
29. CCN(CC)S(=O)(=O)c1ccc(N2CCOCC2)c(NS(=O)(=O)c2cccs2)c1
    -10%	35%[activator]	12%	·	·	4%[2.33 µM]	27%	·	6%
30. Cc1ccc(S(=O)(=O)NC(=O)NCCc2ccccc2)cc1
    -18%	51%[activator]	5%	3%	-6%	4%	1%	0%	-7%
31. COc1cccc(C2CC(c3ccccc3Cl)n3nc(N)nc3N2)c1 (stereo not drawn)
    -7%	1%	-14%	2%	-14%	19%[59 µM]	20%	1%	3%
32. CC(C)(C)OC(=O)NCCc1nnc(SCC(=O)Nc2ccc(Br)cc2)o1
    -6%	138%[activator]	-1%	-23%	2%	·	-2%	-4%	-15%
33. O=C(Nc1c(-c2ccccc2)nc2ccc(Cl)cn12)c1cccs1
    -7%	3%	-1%	34%	-5%	?	-1%	-1%	-10%
34. CC(C)N(Cc1ccccc1)C(=S)NCCN1CCOCC1
    -13%	56%[activator]	-11%	-3%	-3%	?	8%	-5%	-32%
35. COc1ccc(OC)c(C(=O)c2coc3ccc(OCC(=O)O)cc23)c1
    -13%	-1%	1%	-22%	-3%	6%[59 µM]	-3%	-2%	0%
36. Cc1[nH]n(-c2ccccc2)c(=O)c1C=Nc1ccc(S(N)(=O)=O)cc1
    -13%	53%[activator]	-22%	15%	7%	?	-12%	-7%	0%
37. COc1ccc2c(c1)cc(C(=O)N[C@@H](Cc1ccccc1)C(=O)O)n2C
    -4%	?	6%	15%	7%	?	-9%	0%	-19%
38. CC(=O)Cn1ncc(N2CCOCC2)c(Cl)c1=O
    -9%	-27%	-1%	-3%	1%	-8%	7%	-2%	-17%
39. COc1ccc(-c2nc(C#N)c(NCC3CCCO3)o2)cc1OC (stereo not drawn)
    -14%	1%[58.9 µM]	-28%	2%	-11%	-7%	6%	-1%	-6%
40. CCc1cccc(NC(=S)N(CCOC)C2CCN(C(C)=O)CC2)c1
    8%	30%[activator]	-1%	19%	-5%	2%	10%	-11%	-9%
41. O=C(N[C@@H](Cc1ccccc1)C(=O)Nc1ccc(F)cc1)C1CCNCC1
    -6%	32%[activator]	-3%	7%	-5%	·	-4%	1%	6%
42. N[C@H](C(=O)O)[C@H]1C[C@H]1C(=O)O
    ·	·	·	·	8%	44%[59 µM]	1%	·	6%[19.4 µM]
43. COc1cc2c(cc1OC)CN(C(=O)CCNC(=O)c1ccc(Br)cc1)CC2
    -17%	-11%	-4%	·	·	?	22%	·	0%
44. O=C(Nc1cccc(C(F)(F)F)c1)c1ccc(-n2cncn2)nc1
    -8%	11%	-16%	11%	-4%	-2%	-2%	-9%	-5%
45. Cc1cccc(CC(=O)Nc2ccc3nc(N4CCC(C)CC4)cc(C)c3c2)c1
    -7%	36%[activator]	22%	-8%	764%[activator]	18%[59 µM]	·	-4%	-6%
46. CC1CN(Cc2ccccn2)CCC1=O (stereo not drawn)
    -20%	10%	-15%	11%	1%	7.9µM*	3%	-3%	-8%
47. COc1ccc(C(=O)ON=C2CCN(C)CC2)cc1
    -14%	88%[activator]	-7%	-5%	-23%	-3%	7%	-4%	-8%
48. C=CCc1cc(C(=O)N2CCCCC2)ccc1O
    -4%	13%	-5%	-2%	-13%	1%[59 µM]	0%	0%	-8%
49. CCOCCCNCc1ccc(OCc2ccc(F)cc2)c(OC)c1
    -13%	18%	-10%	-13%	?	7.1µM*	2%	1%	-5%
50. COc1ccc(OCc2nnc(SCC(N)=O)n2-c2ccccc2OC)cc1
    -18%	1%[58.9 µM]	11%	10%	-13%	?	10%	1%	-2%
51. CCOC(=O)N1CCN(C(=O)c2sc3nc(-c4ccc(F)cc4)cn3c2C)CC1
    -19%	-4%	-3%	7%	-16%	4%	-2%	0%	-3%
52. CC1=C(C#N)C(c2cccnc2)C2=C(CC(c3ccc(Cl)cc3)CC2=O)N1 (stereo not drawn)
    -13%	21%	38%[activator]	-1%	214%[activator]	14%[12.7 µM]	0%	-3%	-3%
53. O=C(CCNC(=O)c1ccccc1Cl)Nc1ccc(Cl)c(C(F)(F)F)c1
    -18%	11%	4%	?	-8%	4%[59 µM]	5%	-9%	4%

Screening data (PubChem)
